Bioassay records as filed in PubChem.
GDH-TPI inh: GDH-TPI coupling enzyme inhibitors, primary screen, artefact control for M. tuberculosis FBA inhibitor project, biochemical, absorbance, full deck; GDH-TPI coupled enzyme counterscreen, NADH absorbance; inhibition, % at 4.8 µM; hit rate 1.2% among 360,000; in the data active = inhibition above about 30%;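 also: 0% = DMSO wells and 100% = wells lacking the enzyme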
BoNT A protease: BoNT/A light chain protease inhibitors, primary screen, biochemical, flow cytometry, MLPCN library. multiplex microsphere protease substrate cleavage. inhibition, % at 10 µM. hit rate 0.17% among 360,000. AID 588499, 2011; also: plate controls were buffer without enzyme for full effect and enzyme alone for no effect
BoNT F protease: BoNT/F light chain protease inhibitors, primary screen, biochemical, flow cytometry, MLPCN library | hit rate 0.22% among 360,000 | inhibition, % at 10 µM | Multiplex microsphere protease cleavage assay; in the data active = inhibition above about 35%, passing the limit was not always enough; inconclusive = no clear call, values can overlap the other calls; also: plate controls were buffer without enzyme for full effect and enzyme alone for no effect
UGM FP inh: M. tuberculosis UGM enzyme inhibitors, primary screen, biochemical, fluorescence polarization, single point. UDP-galactopyranose mutase (Mycobacterium tuberculosis (strain ATCC 25618 / H37Rv)), …. purified UGM, fluorescence polarization probe displacement. inhibition, % at 10 µM. hit rate 0.06% among 320,000. AID 504406, 2011; in the data active = inhibition above about 10%, passing the limit was not always enough; inconclusive = no clear call, values can overlap the other calls
Target sequence (P9WIQ1 whole entry, looked up): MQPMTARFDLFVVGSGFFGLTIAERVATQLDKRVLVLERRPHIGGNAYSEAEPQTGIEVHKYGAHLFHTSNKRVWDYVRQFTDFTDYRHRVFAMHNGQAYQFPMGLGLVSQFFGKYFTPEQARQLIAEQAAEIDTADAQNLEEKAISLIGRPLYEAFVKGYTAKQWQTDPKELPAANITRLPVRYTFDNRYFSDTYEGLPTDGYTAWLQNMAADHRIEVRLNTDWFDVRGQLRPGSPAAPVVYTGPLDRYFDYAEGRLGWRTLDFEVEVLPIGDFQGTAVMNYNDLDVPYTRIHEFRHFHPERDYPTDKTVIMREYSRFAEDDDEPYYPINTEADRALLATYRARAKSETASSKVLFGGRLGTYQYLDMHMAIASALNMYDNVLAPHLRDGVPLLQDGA
FBA Mtb inh: Mtb FBA enzyme inhibitors, primary screen, biochemical, fluorescence, strain H37Rv. purified M. tuberculosis FBA, fluorescence read-out. inhibition, % at 1 µM. hit rate 2.3% among 360,000. Fructose-bisphosphate aldolase (Mycobacterium tuberculosis (strain ATCC 25618 / H37Rv)), …; in the data active = inhibition above about 27%;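 also: 0% = vehicle and 100% = reference inhibitor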
Target sequence (P9WQA3 whole entry, looked up): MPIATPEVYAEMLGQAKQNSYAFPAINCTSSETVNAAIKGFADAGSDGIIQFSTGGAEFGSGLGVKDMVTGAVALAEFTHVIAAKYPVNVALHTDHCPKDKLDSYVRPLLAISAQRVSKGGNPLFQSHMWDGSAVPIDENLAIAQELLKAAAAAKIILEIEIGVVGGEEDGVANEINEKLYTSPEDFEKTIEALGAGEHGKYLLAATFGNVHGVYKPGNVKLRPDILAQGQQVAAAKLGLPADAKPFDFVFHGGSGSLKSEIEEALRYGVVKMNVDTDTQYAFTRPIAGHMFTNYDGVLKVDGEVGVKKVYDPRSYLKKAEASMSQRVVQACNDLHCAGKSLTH
Anthrax LF inh2: Bacillus anthracis LF protease inhibitors, primary screen, biochemical, multiplex microsphere, MLPCN library; hit rate 0.12% among 360,000; AID 588501, 2011; multiplex microsphere protease cleavage assay; Lethal factor (Bacillus anthracis), P15917; inhibition, % at 10 µM; also: plate controls were buffer without enzyme for full effect and enzyme alone for no effect
FadD28 binding: inhibitors of FadD28 bisubstrate probe binding, primary screen, biochemical, fluorescence polarization, single point; inhibition, % at 12.5 µM; hit rate 0.22% among 360,000; Mycobacterium tuberculosis FadD28 fatty-acid-AMP ligase; in the data active = inhibition above about 8.5%, passing the limit was not always enough; inconclusive = no clear call, values can overlap the other calls
BioA inh: M. tuberculosis BioA enzyme inhibitors, primary screen, biochemical, plate reader, single point, HTS; purified M. tuberculosis BioA enzyme; AID 602481, 2012; inhibition, % at 9.99 µM; hit rate 0.096% among 360,000; in the data active = inhibition above about 40%; inconclusive = no clear call, values can overlap the other calls
PfHsp40 rescue: rescue of yeast from PfHsp40 toxicity, primary screen, S. cerevisiae, ATP luminescence. S. cerevisiae expressing PfHsp40, growth rescue. growth rescue, % at 12.5 µM. hit rate 0.68% among 340,000. AID 504582, 2011; in the data active = growth rescue above about 28%, passing the limit was not always enough; inconclusive = no clear call, values can overlap the other calls;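 also: yeast W303a lacking pdr1 and pdr3 grown in galactose medium; growth measured after three days at 30 °C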
The depositor's hits bear a star; ? = inconclusive; / = not tested or not shown. Rule as the data show it, unless noted: active = inhibition above about 30%; inconclusive = no clear call, values can overlap the other calls; inactive = below that.

SMILES | GDH-TPI inh | BoNT A protease | BoNT F protease | UGM FP inh | FBA Mtb inh | Anthrax LF inh2 | FadD28 binding | BioA inh | PfHsp40 rescue
CCN1CCCSC1=S | 7 | -0.4 | 0 | / | -3 | -5 | 0.0 | 0.2 | /
CN(CCc1ccccn1)C(=O)c1ccc(OC2CCN(CCc3ccccc3)CC2)cc1 | 7 | 1.5 | 0 | 3.2 | 1 | -4 | -0.2 | 0.0 | 0.3
O=C(COc1ccccc1[N+](=O)[O-])N(C1CCCCC1)C1CCS(=O)(=O)C1 (configuration not stated) | -4 | / | / | 0.3 | 0 | / | -0.9 | -0.8 | -0.1
CC(Sc1ccsc1[N+](=O)[O-])C(=O)NCCc1ccc(Cl)cc1 (configuration not stated) | 14 | -1.1 | -10 | 0.7 | -6 | -7 | 0.0 | / | -0.5
O=C(NNc1nc2cc3c(cc2s1)OCO3)c1cccc(F)c1 | 10 | 0.2 | -8 | 0.5 | -1 | -6 | -3.4 | 0.2 | 40*
COc1ccc(NC(=O)CN(C)C(=O)/C=C/c2cn(Cc3ccccc3)nc2-c2cccnc2)cc1 | 0 | -4.3 | 1 | / | 0 | -4 | -1.7 | 1.4 | -0.9
CCCCn1nnc(NC(=S)NC(=O)c2cccs2)n1 | 1 | -0.5 | -1 | 0.0 | -2 | -3 | -1.4 | -0.8 | 4.0
CCOC(=O)C(CCCCOc1cccc(CC)c1)C(=O)OCC | 6 | -0.6 | -4 | -0.5 | 0 | -3 | 0.4 | -1.1 | 0.5
COc1ccc(C(C)NC(=S)NCc2ccc(F)cc2)cc1OC (configuration not stated) | 4 | -2.9 | -11 | 1.4 | 2 | -9 | -1.3 | 1.6 | 0.5
Nc1nonc1-n1nnc(C(=O)N/N=C/c2cccnc2)c1CSc1ccc(Cl)cc1 | -6 | 0.2 | 4 | 0.3 | -1 | -1 | -3.8 | 28 | 0.2
COc1ccc(C(=O)NCCc2nnc(SCC(=O)Nc3ccccc3F)n2C)cc1 | 4 | 0.5 | -1 | 0.0 | -1 | -5 | -0.2 | / | -0.1
COC(=O)C1CCN(C(=O)CCC2CCCCC2)CC1 | 2 | -2.1 | -24 | -1.0 | -2 | -6 | -3.1 | 1.0 | -0.3

Looked up above.
In BioA inh, O=C(NNc1nc2cc3c(cc2s1)OCO3)c1cccc(F)c1 shows 0.2
In PfHsp40 rescue, O=C(COc1ccccc1[N+](=O)[O-])N(C1CCCCC1)C1CCS(=O)(=O)C1 (configuration not stated) shows -0.1
In FBA Mtb inh, CCCCn1nnc(NC(=S)NC(=O)c2cccs2)n1 shows -2
In BoNT A protease, COC(=O)C1CCN(C(=O)CCC2CCCCC2)CC1 shows -2.1

Going on with the list:
SMILES | GDH-TPI inh | BoNT A protease | BoNT F protease | UGM FP inh | FBA Mtb inh | Anthrax LF inh2 | FadD28 binding | BioA inh | PfHsp40 rescue
O=S(=O)(c1cccc(-c2cn3ccccc3n2)c1)N1CCCC1 | 8 | -0.1 | 7 | 1.6 | 7 | -1 | -0.2 | / | -1.2
CCCCCN(C(=O)CCC(=O)OCc1cccc(F)c1)c1c(N)n(CCCC)c(=O)[nH]c1=O | -1 | / | / | -4.5 | -2 | / | -2.5 | -2.4 | 4.4
CN(C(=S)Nc1ccc(F)cc1)C1(c2ccccc2Cl)CCCCC1=O (configuration not stated) | -1 | -1.1 | -3 | / | -1 | 1 | -14 | 1.0 | -0.5
OCn1ncn(-c2ccccc2)c1=S | -5 | 0.2 | 4 | 1.2 | 0 | 4 | -2.6 | 0.0 | -0.1
Cc1cc(N)ccc1-c1cc2ccccc2oc1=O | 14 | -2.4 | 9 | -1.3 | 0 | -11 | -0.8 | -0.9 | -1.6
Cc1cc(C(=O)NCc2cccs2)nn1C | -3 | 2.6 | ? | -2.6 | -4 | 7 | -0.1 | / | 0.4
O=C(CCn1c(=O)sc2ccccc21)NCc1ccco1 | 2 | -0.6 | -6 | -1.1 | -2 | -11 | -1.4 | 2.8 | -1.2
C[C@H](NC(=O)CC[C@H]1O[C@@H](n2ccc(=O)[nH]c2=O)[C@H](O)[C@@H]1O)C(=O)O | / | -0.3 | -8 | / | -1 | 0 | -0.8 | -0.2 | /
COc1ccc(/C=N/NC(=O)c2[nH]c3ccc(Br)cc3c2-c2ccccc2)c(C(=O)O)c1OC | 39* | -1.3 | -16 | -0.3 | 7 | -5 | -9.3 | 2.0 | -0.8
O=C(NC1(C(F)(F)F)NC(=O)N(CCc2ccccc2)C1=O)C1CC1 (configuration not stated) | -1 | 0.0 | 0 | -0.4 | 0 | -1 | -5.1 | -1.0 | -1.4
O=C(Oc1ccc(F)cc1)N1CCOCC1 | 0 | -0.2 | 7 | 3.5 | -3 | -1 | -2.3 | -1.3 | 0.9
COc1cc(CC(=O)OCC(=O)NCC(C)C)cc(OC)c1OC | 4 | -0.8 | 0 | -2.2 | 0 | 4 | -1.8 | / | 16
Cc1ccccc1NS(=O)(=O)c1cc(C(=O)Nc2cccc(N(C)S(C)(=O)=O)c2)ccc1C | 6 | 0.2 | -4 | 2.8 | 5 | -3 | -0.2 | 0.3 | 2.0
O=C(COCc1ccccc1)N[C@@H](Cc1ccc(O)cc1)C(=O)O | 5 | -1.3 | -15 | -1.3 | 0 | 0 | -0.7 | -0.6 | 0.2
O=C(c1ccco1)N1CCCC(c2nc3c(nnn3Cc3ccc(F)cc3)c(=O)[nH]2)C1 (configuration not stated) | -5 | 0.8 | -6 | 2.6 | -2 | 1 | -4.4 | 1.5 | 2.1
COc1ccc(C(C(=O)NC2CCCC2)N(C(=O)c2snc(C(N)=O)c2N)c2cc(C)ccc2OC)cc1OC (configuration not stated) | 5 | -0.5 | 7 | -0.9 | 7 | -6 | -0.3 | -1.0 | -0.5
Cc1cccc(C)c1NC(=O)COC(=O)c1cccc2c1C(=O)c1ccccc1C2=O | 8 | -1.4 | -4 | -1.5 | 2 | 1 | -1.2 | / | -1.2
Cc1ccc2c(c1)N(CC(=O)NCCCN1CCCC1)C(=O)CO2 | -7 | -2.9 | 5 | 3.6 | 1 | 11 | -1.3 | -1.0 | 0.7
CN(NC(N)=O)c1ncc(C(F)(F)F)cc1Cl | 6 | / | / | 1.8 | 4 | / | -0.8 | 0.5 | 0.6
O=C(O)c1cccc(-n2c(O)c(C=C3N=c4ccccc4=N3)sc2=S)c1 | 6 | 7.4 | 6 | 0.7 | -8 | 10 | -2.0 | 0.7 | 1.8
Cc1cc(/C=N/N2CCN(C)CC2)c(C)n1-c1ccccc1F | 7 | -0.1 | -1 | -0.9 | -6 | -3 | 1.7 | / | -0.3
Cc1cc(C)c(C#N)c(SC(F)F)n1 | 6 | 2.8 | 15 | -0.6 | 0 | 5 | -1.0 | -0.8 | -1.3
O=C(NCc1ccccc1)/C(=C/c1cccc([N+](=O)[O-])c1)NC(=O)c1ccco1 | -2 | -3.1 | -15 | 1.0 | -3 | -14 | -0.1 | 1.2 | 0.6
CC1CCCCN1CC(O)COCc1ccc(Cl)cc1 (configuration not stated) | -3 | -0.6 | 4 | 0.7 | 0 | -2 | -4.4 | 1.9 | 0.1
COc1ccc(C)cc1Nc1n[n+](C)c(-c2c3ccccc3cc3ccccc23)s1 | / | / | / | 0.1 | / | / | 7.3 | -2.7 | -0.4
COc1ccc(CNC(=O)COC(=O)c2ccc(OCC3CCCO3)cc2)cc1 (configuration not stated) | -4 | 0.8 | -5 | 1.0 | -4 | 0 | -3.4 | -1.9 | 0.2
Cc1ccc2c(c1)COc1c3ccc(C(=O)N4CCOCC4)cc3nn1-2 | 6 | -0.4 | 3 | 0.7 | 16 | -10 | -2.9 | 1.5 | -0.3
C/C(=N\Nc1nc2ccccc2c(=O)n1O)c1ccco1 | 8 | 0.4 | 1 | 0.2 | 0 | -8 | -3.0 | / | 2.2
C[C@@H](C(=O)NCc1ccccc1)[C@@H]1C[C@@]1(C)[C@@H](NC(=O)OCc1ccccc1)c1ccccc1 | 1 | -0.7 | -1 | -3.3 | 2 | 2 | -2.1 | -0.5 | 0.1
O=C(CCCN1C(=O)c2ccccc2C1=O)NCCc1ccc(OC(F)F)cc1 | 5 | -2.9 | 3 | 1.7 | 0 | -12 | -2.7 | -1.7 | 0.0
Cc1ccc(S(=O)(=O)N(C)Cc2cc3cc(C)ccc3[nH]c2=O)cc1 | 2 | 0.8 | 3 | -1.2 | 4 | 0 | -2.7 | 1.0 | 1.5
COc1cccc(CN(CCC(C)C)S(=O)(=O)c2cc(Br)ccc2Br)c1 | 0 | 0.7 | 5 | / | -2 | -6 | -5.2 | -0.1 | -0.3
CCOC(=O)c1c(-c2ccc(OC)c(OC)c2)csc1NC(=O)C1CCCO1 (configuration not stated) | 0 | 0.8 | -2 | -1.6 | 0 | 3 | -0.7 | / | 0.7
COCOCCn1cc(CN2CCS(=O)(=O)N(Cc3ccc(-c4ccc(F)nc4)cc3)C(CC(C)C)C2=O)nn1 (configuration not stated) | -2 | 0.6 | 1 | / | -2 | 0 | -5.2 | -3.3 | /
CCN(Cc1ccccc1)Cc1cccc([N+](=O)[O-])c1 | 5 | -0.1 | -4 | -1.6 | 1 | 0 | -0.5 | 1.2 | -0.5
NS(=O)(=O)c1ccc(CNC(=O)c2cccnc2Cl)cc1 | -8 | 0.8 | 1 | -0.2 | 2 | 0 | -3.5 | -0.4 | 0.0
c1ccc(C2=Nc3cccc4cccc(c34)N2)cc1 | 7 | -0.6 | -12 | -1.3 | 0 | -1 | -6.3 | / | -0.6
O=C(COc1ccc(/C=N/NC(=O)c2ccncc2)cc1)Nc1cccc([N+](=O)[O-])c1 | 17 | -3.3 | -5 | 1.8 | 4 | -1 | -0.8 | -0.8 | -1.4
CCC1(C)N=C(N)Nc2nc3cc(C)c(C)cc3n21 (configuration not stated) | 2 | 0.3 | 14 | -2.6 | 6 | -10 | -0.3 | -1.6 | -1.0
COc1ccc(CNC(=O)c2ccc(-c3cnn(C)c3)c3ccoc23)cc1OC | -4 | -0.7 | 1 | / | 1 | -2 | -4.5 | 4.7 | /
O=C(N1CCCCC1)N1CCN(C(=O)N2CCCCC2)CC1 | -2 | -0.4 | 6 | 0.7 | -1 | 2 | 0.8 | / | -0.8
Cc1[nH]c2ccc(CNS(=O)(=O)c3ccc(S(=O)(=O)N4CCOCC4)cc3)cc2c1C | 12 | 0.2 | -1 | 0.2 | 0 | 0 | -1.0 | 0.0 | 0.2
O=C(COC(=O)c1ccc(S(=O)(=O)N2CCCCCC2)cc1)Nc1ccccc1C(F)(F)F | 2 | -0.3 | 1 | / | 4 | 7 | 0.5 | -1.6 | /
Cc1noc(C)c1S(=O)(=O)N1CCN(c2ccc(Cl)cc2)CC1 | -3 | 1.5 | -2 | -2.9 | 0 | 0 | -0.5 | -0.2 | 0.6
CC(OC(=O)c1ccc(F)cc1)C(=O)Nc1nc(-c2cccc([N+](=O)[O-])c2)cs1 (configuration not stated) | -2 | -0.7 | -12 | 0.2 | 0 | -7 | -1.3 | 0.2 | 2.8
CC(C)N1CCC(N2CCN(Cc3cnc(-c4ccccc4)s3)CC2CCO)CC1 (configuration not stated) | -4 | 0.6 | -5 | 1.4 | -2 | -2 | -2.6 | / | 1.8

One compound at a time, as listed above. Order of screens: GDH-TPI inh	BoNT A protease	BoNT F protease	UGM FP inh	FBA Mtb inh	Anthrax LF inh2	FadD28 binding	BioA inh	PfHsp40 rescue
O=C(COc1ccc(/C=N/NC(=O)c2ccncc2)cc1)Nc1cccc([N+](=O)[O-])c1 is entered as 17	-3.3	-5	1.8	4	-1	-0.8	-0.8	-1.4
Cc1noc(C)c1S(=O)(=O)N1CCN(c2ccc(Cl)cc2)CC1 is entered as -3	1.5	-2	-2.9	0	0	-0.5	-0.2	0.6
